Screening data from PubChem BioAssay.
Giardia FBPA inh – qHTS Assay for Inhibitors of Fructose-1,6-bisphosphate Aldolase from Giardia Lamblia; A8B2U2; purified Giardia FBPA; Potency, µM (titrated, usually from 59.6 µM), without a hit: top-dose activity, negative = inhibition, most hits filed as inhibitors; hit rate 0.71% among 290,000; further: potency means the concentration at half of the fitted maximal effect; nearly all actives have a fitted effect of over 55% in size
Target sequence (A8B2U2 whole entry, looked up): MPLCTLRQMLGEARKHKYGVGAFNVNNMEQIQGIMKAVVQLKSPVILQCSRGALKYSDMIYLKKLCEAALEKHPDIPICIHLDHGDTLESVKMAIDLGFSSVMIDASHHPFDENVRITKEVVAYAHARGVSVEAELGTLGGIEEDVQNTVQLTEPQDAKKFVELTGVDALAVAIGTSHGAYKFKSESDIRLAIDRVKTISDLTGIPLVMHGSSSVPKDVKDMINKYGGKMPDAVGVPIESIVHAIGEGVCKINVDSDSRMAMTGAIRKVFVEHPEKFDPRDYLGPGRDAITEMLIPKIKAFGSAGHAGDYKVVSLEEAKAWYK
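40 nM FBPA preincubated 10 min at RT with compound (up to 57.5 uM final), then substrate plus GAPDH/TPI/NAD/arsenate coupling and diaphorase/resazurin added. Fluorescence read after 20 min at RT, 525/598 nm.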
AmpC inh no detg – qHTS Inhibitors of AmpC Beta-Lactamase (assay without detergent) | AmpC nitrocefin hydrolysis, absorbance 480 nm, 0.0001% Triton | hit rate 0.52% among 330,000 | P00811 | Potency, µM (top dose mostly 57.1 µM), inactives show at the highest dose activity change, negative = inhibition, hits mostly inhibitors;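 further: potency means the concentration at half of the fitted maximal effect; plate controls were no compound for no effect and no enzyme for full effect; nearly all actives have a fitted effect of over 20% in size; some results filed as inactive show a strong effect at the top dose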
Target sequence (P00811 whole entry, looked up): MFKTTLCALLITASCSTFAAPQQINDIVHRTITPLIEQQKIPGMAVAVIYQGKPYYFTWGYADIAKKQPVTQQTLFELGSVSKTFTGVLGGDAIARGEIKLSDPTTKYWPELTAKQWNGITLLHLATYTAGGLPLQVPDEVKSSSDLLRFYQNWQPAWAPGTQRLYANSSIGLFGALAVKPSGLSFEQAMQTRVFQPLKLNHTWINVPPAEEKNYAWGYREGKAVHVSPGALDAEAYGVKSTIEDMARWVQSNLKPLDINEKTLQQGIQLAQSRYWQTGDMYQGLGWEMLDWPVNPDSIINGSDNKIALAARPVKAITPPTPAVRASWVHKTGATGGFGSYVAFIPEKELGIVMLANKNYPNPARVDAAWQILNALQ
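AmpC (5.3 nM in the dispensed reagent) in 20 mM phosphate pH 7.0 with 0.01% (detergent screen) or 0.0001% Triton X-100 was preincubated with compounds for 15 min at room temperature. Nitrocefin was then added from an 800 uM solution, and hydrolysis was followed at 480 nm.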
HCMV inh – qHTS Assay for inhibitors of the human cytomegalovirus (HCMV). HFF cells, HCMV-luciferase reporter, 72 h; hits give low values. activity change, negative = inhibition, % at 57.5 µM. hit rate 4.5% among 410,000. AID 1259415, 2018; in the data active means activity change below about -60%; inconclusive means no clear call, values can overlap the other calls; inactive means above about -39%
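After 16 h attachment at 37C, HFF cells received test compound and HCMV-luciferase (1 PFU/cell); reporter luminescence read 72 h later, data normalized against buffer-only and known inhibitor Salinomycin.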
AmpC inh detg – qHTS Inhibitors of AmpC Beta-Lactamase (assay with detergent); P00811; AmpC hydrolysis of nitrocefin, absorbance 480 nm, 0.01% Triton; Potency, µM (series often up to 114 µM), for inactives: at the highest dose activity change, negative = inhibition, most hits filed as inhibitors; hit rate 0.041% among 370,000;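 further: potency means the concentration at half of the fitted maximal effect; 0% = no-compound wells and -100% = no-enzyme wells; nearly all actives have a fitted effect of over 25% in size; some results filed as inactive show a strong effect at the top dose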
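20 mM phosphate pH 7.0 + 0.01% (detergent screen) or 0.0001% Triton X-100; 5.3 nM AmpC reagent; cpd preinc 15 min RT; nitrocefin (800 uM stock) to start; A480 q20 s × 4 min; Activity was normalised to no-enzyme and no-compound control wells.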
Sm TGR block – qHTS Assay for the Inhibitors of Schistosoma Mansoni Peroxiredoxins. purified TGR, DTNB reduction, TNB absorbance 405 nm. Potency, µM (series often up to 114 µM), for inactives: at the highest dose activity change, negative = inhibition, most hits filed as inhibitors. hit rate 3% among 360,000; further: potency means the concentration at half of the fitted maximal effect; nearly all actives have a fitted effect of over 60% in size
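TGR 20 nM + NADPH 100 uM (dispensed conc.), cpd preinc 15 min RT; start with NADPH (500 uM addition) then DTNB (15 mM addition). Kinetic TNB absorbance, 405 nm filter. Four-parameter Hill fit across titration.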
AMA1 RON2 block – qHTS for Inhibitors of AMA1-RON; Towards Development of Antimalarial Drug Lead: Primary Screen; Plasmodium falciparum AMA1 (3D7) - RON2 peptide interaction; AlphaScreen AMA1-biotinylated RON2 peptide binding; Potency, µM (highest dose often 58.2 µM), for inactives: at the highest dose activity change, negative = inhibition, hits mostly inhibitors; hit rate 0.2% among 360,000;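 further: potency means the concentration at half of the fitted maximal effect; 0% = vehicle wells and -100% = peptide control; nearly all actives have a fitted effect of over 45% in size; some results filed as inactive show a strong effect at the top dose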
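AMA1 (3D7) with his tag at 25 nM final met compounds first, then biotinylated RON2 peptide at 25 nM; detection used donor plus acceptor beads, 10 µg/mL apiece, read by AlphaScreen after 30 min at room temperature.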
* marks the source's active call; other numbers are inactive results; ? = inconclusive; · = no result given; & = joins results of further samples; [ ] = dose if it differs, or a comment. Unless noted, the call rests on the fitted dose curve; in most records, active means well fitted curve in the direction sought with a large enough effect; inconclusive means small, poorly fitted or top-dose-only effect, or another doubt; inactive means no such curve, though single readings can be large; an effect the other way counts as inactive or inconclusive. Unless noted, on the % scale 0 is the no-effect control and ±100 the full control effect.

SMILES | Giardia FBPA inh | AmpC inh no detg | HCMV inh | AmpC inh detg | Sm TGR block | AMA1 RON2 block
COc1ccc(CN2CCNC(=O)C2CC(=O)NCCN2CCCCC2=O)c(F)c1 (stereo unspecified) | · | 70%[activator] | 10 | 2% | ? | 30%
CN(Cc1ccon1)C(=O)c1ccc2nc(Cc3cccc(Cl)c3)oc2c1 | -3% | 54% | ? | 2% | 4% | 0%
Cc1[nH][nH]c(=O)c1N=Nc1ccc(Cl)cc1 | -11% | -18% | -19 | 2% | -2% | 11%
CCc1nnc(NC(=O)c2ccncc2)s1 | -3% | -3% | 10 | -14% | 1% | 15%
Cc1onc(-c2ccccc2)c1C(=O)N/N=C/c1ccccc1OC(C)C | · | -6% | 28 | 7% | 12% | 15%
O=C(O)Cn1cnc2sc3c(c2c1=O)CCCC3 | -13% | 41% | -4 | -13% | -33% | -3%
O=C(COC(=O)C1(c2ccc(F)cc2)CCCC1)Nc1ncc(C(F)(F)F)cc1Cl | -5% | -21% | -31 | -2% | 3% | 29%
CCCCN(Cc1ccccc1)S(=O)(=O)c1c(N)n(C)c(=O)n(C)c1=O | 27% | 4% | 4 | -2% | 15% | 22%
Fc1ccc(NC(=S)N2CCCC2)cc1Cl | -1% | -22% | 13 | -2% | -8% | 19%[11.6 µM]
CN(C)CC(O)CN1C(=O)N(CN2C(=O)N(CC(O)CN(C)C)C(=O)C2(C)C)C(C)(C)C1=O (stereo unspecified) | 3% | -2% | -62* | -4% | 7% | 16%
Cc1c(C(=O)NNC(=O)c2csc(N3CCOCC3)n2)oc2ccccc12 | · | -18% | 5 | -5% | -1% | 106%[activator]
CCC(=O)N1CCc2cc(S(=O)(=O)NCCCN3CCN(Cc4ccccc4)CC3)ccc21 | -3% | 72%[activator] | -5 | -6% | -14% | 14%

Shown comma-delimited: part of the list above.
Structure,Giardia FBPA inh,AmpC inh no detg,HCMV inh,AmpC inh detg,Sm TGR block,AMA1 RON2 block
CN(Cc1ccon1)C(=O)c1ccc2nc(Cc3cccc(Cl)c3)oc2c1,-3%,54%,?,2%,4%,0%
O=C(O)Cn1cnc2sc3c(c2c1=O)CCCC3,-13%,41%,-4,-13%,-33%,-3%

A run of entries from the list above, as a working copy:
SMILES | Giardia FBPA inh | AmpC inh no detg | HCMV inh | AmpC inh detg | Sm TGR block | AMA1 RON2 block
CN(C)CC(O)CN1C(=O)N(CN2C(=O)N(CC(O)CN(C)C)C(=O)C2(C)C)C(C)(C)C1=O (stereo unspecified) | 3% | -2% | -62* | -4% | 7% | 16%
Cc1c(C(=O)NNC(=O)c2csc(N3CCOCC3)n2)oc2ccccc12 | · | -18% | 5 | -5% | -1% | 106%[activator]
CCC(=O)N1CCc2cc(S(=O)(=O)NCCCN3CCN(Cc4ccccc4)CC3)ccc21 | -3% | 72%[activator] | -5 | -6% | -14% | 14%

Additional entries.
SMILES | Giardia FBPA inh | AmpC inh no detg | HCMV inh | AmpC inh detg | Sm TGR block | AMA1 RON2 block
Oc1ccccc1C(=S)N1CCCCC1 | -2% | -13% | -17 | -10% | 3% | 7%
O=C(O)CCC(=O)Nc1sc2c(c1C(=O)Nc1ccccc1)CCCCC2 | -26% | -28% | 95&-4 | -4%&6% | -10%&-2% | 29%
Cc1ccc(OCCNC(=O)C2CC(=O)N(Cc3ccccc3)C2)cc1 (stereo unspecified) | · | 67%[activator] | 29 | 1% | -17% | -2%[11.6 µM]
C=C[C@@]1(C)CCC(/C(C)=C/C=C/C(C)(C)O)C[C@@H]1C(=C)C (stereo partly specified) | · | 140%[activator] | 6 | · | · | -3%
COc1ccc(Cn2nnnc2C(c2cccnc2)N2CCN(c3ccc(O)cc3)CC2)cc1 (stereo unspecified) | -25% | 1% | 2 | -13% | -25% | 0%
COc1ccc(N=c2oc3c(OC)cccc3cc2C(=O)NCc2ccco2)cc1OC | -11% | -26% | · | -7% | -2% | -3%
O=C1OC(CO)CN1Cc1ccccc1 (stereo unspecified) | 5% | -7% | ? | -10% | 0% | -4%
COc1ccc(CCNC(=O)CN2C(=O)c3ccccc3S2(=O)=O)cc1OC | 2% | -15% | 19 | -16% | 1% | 8%
O=C(CSc1ncccn1)N/N=C/c1ccc2c(c1)OCO2 | 8% | -11% | -14 | -11% | -12% | 4%
COc1ccc(-c2cn3nc(N4CCC(C(=O)NCc5cccc(Cl)c5)CC4)sc3n2)cc1 | · | · | 0 | 10% | -4% | ·
CC(C)(C)C(=O)NC(=S)Nc1ccc(C(F)(F)F)cc1 | -17% | 10% | 7 | -4% | -35% | 48%[activator]
Cc1cccn2c(=O)c3cc(C(=O)N4CCC5(CC4)OCCO5)n(C)c3nc12 | -1% | -3% | -36 | 2% | 20% | 4%
CC12C(=O)N(c3nccs3)C(=O)C1C1C=CC2C1 (stereo unspecified) | 2% | -31% | 25 | ? | 1% | -14%
CC(NC(=O)CCNC(=O)c1ccco1)c1ccc(F)cc1 (stereo unspecified) | -6% | 8% | · | -9% | -27% | -6%
N#Cc1ccccc1Cn1c(SCC(=O)NCc2ccccc2)nc2ccccc21 | · | · | ? | 16% | 0% | ·
CCOC(=O)C(=Cc1cn(C)c2ccc(S(=O)(=O)N(C)C)cc12)C(=O)OCC | -4% | -3% | 24 | -3% | -5% | 35%[activator]
CCOC(=O)C1(CC2CC2)CCN(Cc2cnc(N(C)C)s2)CC1 | -1% | 43% | 0 | -3% | -20% | -2%
COc1ccccc1CCNS(=O)(=O)c1cn(C)c(=O)n(C)c1=O | 7% | -10% | -27 | 0% | -9% | 3%
CC(N=C1NS(=O)(=O)c2ccccc21)C(=O)N1CCc2ccccc2C1 (stereo unspecified) | -1% | -15% | -14 | 0% | 9% | 4%
Cc1cc(C)c2nc(NC(=O)c3cc(C)on3)sc2c1 | 2% | -2% | ? | 0% | 1% | -1%
COc1cccc(-n2c(=O)c3sc4ccccc4c3n(Cc3c(F)cccc3Cl)c2=O)c1 | · | · | 9 | 9% | 10% | ·
Cc1nc2c(C)cccc2cc1C(=O)N/N=C/c1ccc(C(=O)O)cc1 | -18% | -24% | 28 | -5% | · | -5%
O=C(Cn1cnc2ccc(Cl)cc2c1=O)c1cccs1 | 3% | -11% | -2 | 0% | 4% | -7%
CCC(COC(=O)NC)NC(=O)Oc1cccc(C)c1 (stereo unspecified) | · | -16% | -9 | -6% | 9% | 0%
O=C(NCc1ccccc1)c1ccc(S(=O)(=O)C(F)F)cc1 | 1% | -7% | -31 | 4% | -14% | -6%
Cc1cc(C)cc(NC(=O)NN2C(C)CCCC2C)c1 (stereo unspecified) | 9% | -6% | 30 | 2% | -1% | -4%
COCCNC(=S)Nc1ccc2nsnc2c1 | ? | -27% | 38 | -3% | ? | 6%
O=C(CSc1ccc(-c2ccc(Cl)cc2)nn1)N1CCCc2ccccc21 | -10% | -4% | · | -1% | -13% | -5%
CC(=O)Nc1nonc1-c1nnc(SCC(=O)Nc2ccc(C)c(Cl)c2)n1C | · | · | -6 | 2% | 0% | ·
CSc1nc(C(C)C)ccc1CNC(=O)CC(C)c1ccccc1 (stereo unspecified) | 5% | -3% | -34 | -2% | -1% | 5%
CCOC(=O)/C(=N\Nc1cc(C(F)(F)F)ccc1Cl)N(CC)CC | -15% | -8% | 42 | ? | -14% | -17%
C=CCN1C(=O)C(CC(=O)Nc2ccc(OCCC)cc2)N(CCCN2CCN(Cc3ccccc3)CC2)C1=S (stereo unspecified) | -14% | 196%[activator] | 1 | ? | 1% | ?
Cc1noc(C)c1COC(=O)Cc1ccc(Cl)cc1 | -5% | -2% | -4 | -13% | 2% | 15%
O=C(NC1CCCCCC1)c1cc(-c2ccccn2)nc2ccccc12 | 3% | -3%[11.4 µM] | 17 | ? | -14% | 12%
COc1cc(C(=O)Nc2c(C)cc(C)cc2C)c([N+](=O)[O-])cc1OC | 3% | -20% | -11 | ? | -10% | 5%
CCCCN(C)C(=O)C1CCC(CNS(=O)(=O)c2ccc3c(c2)CC(C)N3C(=O)C2CC2)CC1 (stereo unspecified) | · | 170%[activator] | ? | 0% | -7% | -5%

Copied from the list.
Entry of Cc1onc(-c2ccccc2)c1C(=O)N/N=C/c1ccccc1OC(C)C in AmpC inh detg: 7%
Entry of CC(=O)Nc1nonc1-c1nnc(SCC(=O)Nc2ccc(C)c(Cl)c2)n1C in AmpC inh detg: 2%

Additional structures follow:
SMILES | Giardia FBPA inh | AmpC inh no detg | HCMV inh | AmpC inh detg | Sm TGR block | AMA1 RON2 block
Cc1c(CCNC(=O)c2ccc(Br)o2)sc2nc(-c3ccc(Cl)cc3)nn12 | · | · | 23 | 2% | 3% | ·
COc1cccc(CNCc2ccc3c(c2)OCO3)c1 | -22% | 1% | -5 | 2% | -31% | -8%
CC(CCc1ccccc1)NC(=O)CN1CCN(Cc2ccc(Cl)cc2)C1=O (stereo unspecified) | 6% | 106%[activator] | -1 | 1% | 5% | -2%
CCC(=O)NC(=S)Nc1ccc(NC(=O)COc2ccc(Cl)c(C)c2)cc1 | 0% | -40% | -18 | -7% | -19% | -2%
CCCCOc1ccc(OCCNS(=O)(=O)N(C)C)cc1 | 5% | -3% | ? | ? | -4% | 8%
CC(C)(C)n1nnnc1C(c1ccncc1)N1CCCCCC1 (stereo unspecified) | -9% | 9% | 33 | -3% | 2% | 2%
CS(=O)(=O)N(CC(=O)NCC1CCCO1)c1cc(Cl)cc(Cl)c1 (stereo unspecified) | 1% | 0% | 11 | -11% | -11% | -7%
